# HDAC3 inhib – blocks human histone deacetylase 3. 0.15% of 320,000 active. O15379. inhibition, % at 8.3 µM. recombinant HDAC3, fluorogenic peptide/trypsin coupled, fluorescence; in the data active means inhibition above about 26%, passing the limit was not always enough; inconclusive means no clear call, values can overlap the other calls
# Target sequence (O15379 whole entry, looked up): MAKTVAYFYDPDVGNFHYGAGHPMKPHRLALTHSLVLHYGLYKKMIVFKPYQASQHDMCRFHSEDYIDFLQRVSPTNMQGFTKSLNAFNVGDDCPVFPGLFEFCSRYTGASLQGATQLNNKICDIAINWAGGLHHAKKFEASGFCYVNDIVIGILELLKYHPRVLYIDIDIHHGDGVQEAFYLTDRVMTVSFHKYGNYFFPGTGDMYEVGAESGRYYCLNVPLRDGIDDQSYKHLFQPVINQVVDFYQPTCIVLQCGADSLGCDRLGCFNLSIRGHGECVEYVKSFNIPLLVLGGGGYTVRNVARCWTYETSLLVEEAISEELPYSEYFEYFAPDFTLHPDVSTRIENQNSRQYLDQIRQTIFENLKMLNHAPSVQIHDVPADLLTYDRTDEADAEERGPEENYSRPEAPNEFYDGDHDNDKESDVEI
# HSF1 inh – HSF1 inhibition; NIH3T3-HGL HSE-luciferase, MG132-induced, luminescence 8 h; hits give low values; activity change, negative = inhibition, % at 7.5 µM (by protocol); 0.77% of 300,000 active; AID 2098;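 active means more than half of replicate wells show activity change below -50%, luminescence cut by over half; inconclusive means some wells, but at most half, below -50%; inactive means no replicate well below -50%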;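 further: luciferase reports HSF-1 transcriptional activity via heat shock element; 0% = median of DMSO wells and -100% = zero luminescence signal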
# GSK3B inh – inhibitors of human GSK3beta kinase; P49841; GST-GSK3beta kinase, ADP-Glo luminescence, 60 min; hits give low values; activity score (negative = inhibition), % at 10 µM; 0.038% of 300,000 active; AID 2097;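 active means more than half of replicate wells score below -50%, meaning over 50% inhibition versus plate controls; inconclusive means some replicates but at most half score below -50%; inactive means no replicate scores below -50%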;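 further: 0% = median DMSO wells and -100% = median GW8510 positive control wells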
#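 Assay system: GST-fused GSK3beta enzyme, cell-free / Medium: Tris pH 7.5 buffer with MgCl2, DTT, BSA, heparin / Also added: peptide substrate plus 25 µM ATP (final) / Compound: 10 µM single point / Timing: kinase reaction with compound 60 min at room temperature / Detection: ADP-Glo luminescence / Benchmarks: DMSO neutral wells and GW8510 at 20 µM as positive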
# GSK3 alpha inh – inhibitors of human GSK-3 alpha kinase; inhibition, % at 10 µM; ADP-Glo luminescence, 60 min; 0.1% of 320,000 active;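 in the data active means inhibition above about 50%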;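 further: GST-tagged GSK-3 alpha with peptide substrate and 25 µM ATP; 0% = DMSO neutral wells and 100% = GW8510 positive control wells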
# Target sequence (P49840 whole entry, looked up): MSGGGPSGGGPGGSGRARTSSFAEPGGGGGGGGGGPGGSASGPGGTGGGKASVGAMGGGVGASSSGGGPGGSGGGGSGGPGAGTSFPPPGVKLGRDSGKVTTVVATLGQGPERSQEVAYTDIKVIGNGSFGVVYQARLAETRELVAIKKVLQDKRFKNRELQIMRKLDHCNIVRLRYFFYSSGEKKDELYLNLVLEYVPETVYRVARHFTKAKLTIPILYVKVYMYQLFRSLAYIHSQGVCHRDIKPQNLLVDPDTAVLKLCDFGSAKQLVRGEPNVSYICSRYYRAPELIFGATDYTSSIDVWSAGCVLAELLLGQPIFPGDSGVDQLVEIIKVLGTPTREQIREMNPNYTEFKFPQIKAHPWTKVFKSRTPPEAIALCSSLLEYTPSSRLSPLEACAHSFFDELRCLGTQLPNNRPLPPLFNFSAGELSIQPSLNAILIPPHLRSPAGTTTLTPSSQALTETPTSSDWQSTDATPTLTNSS
# AI-2 QS mod – Vibrio harveyi AI-2 quorum sensing modulation; Vibrio harveyi JMH597 AI-2 luminescence/OD600 ratio, 9 h; hits give low values; strain lacks LuxN and CqsS sensors; 0 = neutral-control median; activity change, % at 7.5 µM; 0.4% of 300,000 active; in the data active means activity change below about -75%, passing the limit was not always enough; inconclusive means no clear call, values can overlap the other calls;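 further: luminescence divided by OD600 gain over 9 h not by final OD600 alone; inactives centre near 13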
# Platelet DG rel – modulates dense granule release in human platelets; human platelet-rich plasma, SFLLRN dense granule ATP release, luminescence; inhibition, %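 (compounds screened at 7.5 µM in platelet-rich plasma)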; 0.22% of 300,000 active; AID 1663;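 active means mean replicate score, as percent of positive control, at or above 50; inconclusive means mean below 50 but at least one replicate at or above 50; inactive means mean and every replicate below 50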
# Dyrk1A ADPGlo – blocks rat Dyrk1A kinase activity | 0.43% of 310,000 active | ADP-Glo luminescence, NFATc1 peptide | Q63470 | AID 504441 | inhibition, % at 12.5 µM; in the data active means inhibition above about 50%;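 further: plate controls were vehicle with enzyme for no effect and no enzyme for full effect; many of its hits are not listed in these tables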
# HSP90 inh – inhibitors of HSP90 luciferase refolding in rabbit reticulocyte lysate | inhibition, % at 5.6 µM | luciferase refolding luminescence, 3 h | 0.91% of 290,000 active;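 active means inhibition above the screen-wide mean plus 3 SD, computed separately per campaign, cut at about 16% in these data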;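 further: 0% = DMSO wells and 100% = 60 µM geldanamycin wells; inhibitors lower the luminescence because luciferase stays unfolded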
# PolyA inhibitor – blocks polyadenylation in yeast reporter cells | S. cerevisiae SKY197-pL101 polyadenylation reporter, beta-gal luminescence; efflux-impaired pdr1/pdr3 knockout yeast; score 100 = 6 SD above DMSO | calls only at 12 µM | 0.02% of 300,000 active | AID 1875;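 active means lowest replicate activity score at least 50, where 100 means six control SD above control mean; inconclusive means lowest score under 50 but half or more replicates reach 50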;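 further: yeast exposed to compound for 9 h at 30 °C; higher score means more reporter readthrough which indicates perturbed polyadenylation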
# HSF1 activator – increases HSF-1 driven luciferase reporter signal; NIH3T3-HGL HSF-1 luciferase reporter, MG132, 8 h; 100% = twice DMSO control signal; 1.7% of 300,000 active; activation, % at 9 µM;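 active means mean replicate activation of at least 50% with a set share of replicates each reaching 50%; inconclusive means only one of those two conditions met; inactive means mean below 50% and too few replicates reaching it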;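 further: 0% = median of the neutral control wells and 100% = twice that signal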
# * hit, by the source's call; i = inactive; ? = inconclusive; . = no result given. This is a subset; the hit share may differ from the screen's.
SMILES,Dyrk1A ADPGlo,Platelet DG rel,PolyA inhibitor,HSF1 inh,HDAC3 inhib,GSK3 alpha inh,GSK3B inh,AI-2 QS mod,HSP90 inh,HSF1 activator
CNc1nc(Cl)c(SC)c(NCc2ccc(F)cc2)n1,5,5,i,6,-5,2,1,14,1,30
O=c1[nH]cnc(O)c1C(c1ccc(Br)cc1)c1c(O)nc[nH]c1=O,2,-12,i,-2,-1,-3,1,24,6,0
COc1ccc(-c2ccc(C#N)c(SCC(=O)Nc3sc4c(c3C#N)CCC4)n2)cc1OC,6,2,i,37,0,0,2,11,7,53*
O=C(N/C=C/c1ccco1)OCc1ccccc1,-2,-1,i,4,-3,1,-1,?,-3,12
COc1cc(C)nc(SCC(N)=O)n1,2,-5,i,-4,-6,-1,0,9,2,8
Cc1cc(Cl)c2oc(C(=O)N(C)CCCCN3CCOCC3)c(C)c2c1,-3,5,i,12,3,-1,2,-2,8,2
CCOC(=O)C1=C(C)NC(C)=C(C(=O)OCC)C1C(=O)OCC(=O)c1ccc2c(c1)OCCO2,-1,4,i,-4,6,-4,1,10,6,4
O=C(N/N=C/c1ccc(Br)s1)c1ccccn1,-4,11,i,27,-4,0,-1,29,11,36
Cc1ccc(/C=C2\CCOC2=O)cc1,-1,1,i,-3,6,-1,3,15,1,13
CC(C)N(Cc1nc(-c2ccc3c(c2)OCO3)no1)Cc1nccn1C,-46,-13,i,-17,7,-29,1,11,2,-27
CC(=O)Nc1ccc(S(=O)(=O)N2CCOCC2)cc1,-1,-1,i,3,-9,-2,-4,17,3,14
COc1ccc(-c2ccc(CCC(=O)O)n2-c2ccccc2OC)cc1,.,1,i,13,3,-3,-1,-5,3,-8
C=CCc1ccc(OCc2ccc(C(=O)Nc3ccc(NC(C)=O)cc3)o2)c(OC)c1,-3,4,i,27,-4,-2,-1,14,2,57*
O=C(c1cc([N+](=O)[O-])cc([N+](=O)[O-])c1)N1CCCc2ccccc21,-5,15,i,-7,0,1,-1,1,4,-11
CCCCn1c(N)c(N(CC(C)C)C(=O)C2CCCO2)c(=O)[nH]c1=O (centres undefined),-11,-5,i,-8,-6,3,3,18,.,-2
O=C1CC(c2ccccc2)Cc2nc(NC3CC3)ncc21 (centres undefined),.,0,i,0,4,0,1,5,-5,9
O=C(O)c1cc(N/N=C/c2ccc(-c3ccccc3)cc2)ccc1Cl,.,-28,i,-12,0,-3,4,27,29*,-4
Cc1cccc(OCC(=O)Nc2ccc3oc(=O)ccc3c2)c1C,6,-4,i,0,1,-4,0,5,1,-21
O=C(CCn1c(=O)oc2ccccc21)N1CCCCCC1,-3,-4,i,13,4,-2,-3,4,2,31
O=C(O)CCC(=O)N1N=C(c2c(-c3ccccc3)c3cc(Cl)ccc3[nH]c2=O)CC1c1ccco1 (centres undefined),-5,-5,i,-5,-3,0,-2,26,0,16
CS(=O)(=O)N(CC(=O)Nc1ccc(F)cc1F)c1cccc([N+](=O)[O-])c1,-1,-1,i,6,-8,-1,-1,19,1,18
Cc1noc(C)c1CC(=O)NC1CC(C)(C)Cc2c1cnn2-c1ccccc1 (centres undefined),-6,3,i,-13,1,0,2,33,3,-30
CCC1=NN=C(c2ccc(F)cc2)C(c2c[nH]c3ccccc23)N1O (centres undefined),-4,4,i,3,8,4,-11,16,-3,13
COCCNC(=O)C1CC(c2ccc(F)cc2)=NO1 (centres undefined),4,0,i,-8,0,-3,-3,14,1,2
Fc1ccc(N2CCN(C(c3cccs3)c3nnnn3C3CCCC3)CC2)cc1 (centres undefined),-2,1,i,-6,-1,1,3,15,1,7
CCN(CC(=O)NCc1cccs1)c1ccc(S(=O)(=O)N2CCN(C)CC2)cn1,0,8,i,2,-5,4,-1,27,0,-4
CC(=O)Nc1ccc(Nc2nnc(-c3ccc(O)cc3)c3ccccc23)cc1,12,13,i,-6,8,1,-1,9,2,10
O=c1c2ccccc2nc2c3ccccc3cnn12,3,-1,i,3,0,1,1,7,1,9
O=C(NNC(=O)c1cccs1)c1ccc(F)cc1,21,0,i,2,-3,0,-4,27,1,-6
O=C(NCc1ccccc1)N1CCC(CO)(CCc2ccccc2)CC1,7,-4,i,-6,3,.,1,27,1,1
O=C(CCc1ccccc1)Nc1nc2ccc(S(=O)(=O)N3CCOCC3)cc2s1,0,-7,i,-17,0,-1,-3,33,5,-13
N#C/C(=N\Nc1cccc(C(F)(F)F)c1)C(=O)c1csc(-c2cccnc2)n1,.,13,i,-10,12,7,-9,87,-2,2
Nc1ccc2nc(CCCCc3nc4ccccc4[nH]3)[nH]c2c1,-4,-4,i,-4,14,3,-22,4,8,4
Cc1cccc(NS(=O)(=O)c2cc(C(=O)N3CCc4ccccc4C3)ccc2Cl)c1C,17,-2,i,10,9,0,1,11,5,12
CCC1CCCCN1C(=O)Cn1c(C(=O)OC)cc2ccsc21 (centres undefined),2,3,i,10,-1,-1,1,-2,-4,-7
Cc1cc(C)c(C)c(S(=O)(=O)Nc2ccccc2C(=O)NCCCN2CCOCC2)c1C,4,3,i,-6,-5,-1,6,-6,-1,7
O=S(=O)(NC1CCCCC1N1CCCCC1)c1ccccc1 (centres undefined),3,-5,i,9,0,-1,1,31,-2,0
CCCCCCc1ccc(N2C[C@H](Cc3ccccc3)[C@@H](CC(=O)Nc3ccccc3)C2=O)cc1,1,9,i,-1,?,-4,1,28,2,9
Cn1nc(C(=O)NCCc2ccc(Cl)cc2)c2c1-c1ccccc1S(=O)(=O)C2,-2,4,i,3,3,-1,-7,.,-5,12
NS(=O)(=O)c1ccc(NC(NC(=O)c2cccnc2)C(Cl)(Cl)Cl)cc1 (centres undefined),10,-11,i,-1,-7,-4,-4,8,-1,1
Cc1cc(C)c2c(CN3CCCCC3C)cc(=O)oc2c1 (centres undefined),22,3,i,10,-1,2,3,31,-2,12
COc1ccc(NC(=O)CN(C)C(=O)Cc2ccc3c(c2)OCCO3)cc1,3,0,i,5,0,0,0,38,.,2
O=C(NC1=NCCS1)[C@H](Cc1ccccc1)N1C(=O)c2ccccc2C1=O,-1,2,i,-1,2,1,1,13,4,19
COCCn1c(C)cc(/C=C2/SC(=O)N(CC(=O)N3CCCC3)C2=O)c1C,-5,7,i,-2,7,0,.,.,1,20
CCOC(=O)c1ccc(S(=O)(=O)N2CCN(CCC#N)CC2)cc1,-9,4,i,-6,-2,1,0,20,-4,-8
COc1cc(NS(=O)(=O)c2ccc3[nH]c(=O)oc3c2)cc(OC)c1,-5,-1,i,-5,2,-2,4,21,0,-3
CCSC1=NCCN1C(=O)c1ccc(S(=O)(=O)N(CC)CC)cc1,0,12,i,-8,-2,-4,0,14,0,-4
CCOC(=O)c1sc(=NC(=O)c2ccc(Cl)s2)n(C)c1C,.,-9,i,-37,-5,-3,0,45,7,-40
Cc1ccc(S(=O)(=O)N2CCN(C(=O)C3CSC4(C)CCC(=O)N34)CC2)cc1C (centres undefined),-12,-2,i,10,2,-2,.,.,.,6
COc1ccc(C2C(C#N)=C(N)N(c3ncn[nH]3)C3=C2C(=O)CCC3)cc1 (centres undefined),-3,-7,i,2,-1,-4,-1,22,-4,9

# Carrying on:
SMILES,Dyrk1A ADPGlo,Platelet DG rel,PolyA inhibitor,HSF1 inh,HDAC3 inhib,GSK3 alpha inh,GSK3B inh,AI-2 QS mod,HSP90 inh,HSF1 activator
COc1cccc(NC(=O)CC(c2ccc(OC(C)C)cc2)c2ccccc2OC)c1 (centres undefined),.,-19,i,4,-2,3,-3,19,-4,-5
O=S(=O)(c1cc(Cl)ccc1Br)N1CCCCC1,-7,5,i,-4,2,-1,-8,2,1,-5
CCn1c(CCC(=O)O)nc2cc(S(=O)(=O)N(C)C)ccc21,-2,7,i,9,-2,-2,0,24,2,-2
O=C(Nc1ccc(F)cc1)C1CCCN(S(=O)(=O)c2ccc3[nH]c(=O)ccc3c2)C1 (centres undefined),-1,8,i,3,-4,0,0,22,-5,-1
CC(C)c1ccc(-c2nnn(CC(=O)N3CCCCC3)n2)cc1,.,6,i,0,-3,-1,0,-44,-3,12
COc1cc(C2C(C#N)=C(C)NC3=C2C(=O)c2ccccc23)cc(OC)c1OC (centres undefined),-3,.,.,.,7,1,.,.,-2,.
CN1CCCCc2c1nc1ccccc1c2N (tested in a mixture with another compound),33,7,i,-5,-7,-2,-1,13,-1,7
COC(=O)Cc1cc(OC)c(OC)cc1S(=O)(=O)N(C)C,-18,2,i,5,3,-4,2,33,1,12
O=C(CSc1nc2c(c(=O)n1-c1ccc(Br)cc1)SCC2)Nc1nccs1,3,-8,i,5,-4,-2,0,23,3,-1
O=C(Cn1c(NCCO)nc2ccccc21)c1ccco1,.,13,i,-2,-1,-5,-1,24,0,-2
CC1(C)CC2(CC(c3ccccc3)c3ccc(O)cc3O2)NC(=S)N1 (centres undefined),.,-17,i,-2,2,-2,2,10,1,-1
C=CCn1c(SCc2cc([N+](=O)[O-])cc3c2OCOC3)nc2cc(C(=O)O)ccc2c1=O,2,-9,i,29,7,1,-1,-4,3,63*
COc1ccccc1/C=C/C(=O)OCC(=O)NNC(=O)c1ccccc1,-4,-7,i,-3,1,-3,-5,19,1,-3
CN(C)S(=O)(=O)c1ccc(C(=O)Oc2coc(CSc3ncccn3)cc2=O)cc1,-7,-3,.,-12,-3,1,1,36,-4,-6
COC(=O)C1=C(C)N=C2SC(C#N)=C(N)N2C1c1ccc(OCc2ccccc2)cc1 (centres undefined),-2,1,i,.,7,-2,-1,6,3,.
Cc1cccnc1N(C(=O)Nc1ccccc1)C1=NCC(C)(C)S1,-1,-2,i,0,2,-1,2,16,1,-15
COc1ccccc1C1CC(=O)n2c(nc(-c3ccccc3)c2-c2ccccc2)S1 (centres undefined),-4,4,i,6,-4,1,1,12,6,0
Cc1occc1C(=O)NNC(=O)c1nn(C)c(=O)c2ccccc12,4,5,i,-1,-7,6,2,17,2,-4
NNc1nc2sc3c(c2c(=O)n1Cc1ccccc1)CCC3,9,6,i,4,0,17,4,12,4,16
COc1ccc(-n2nnnc2SCC(=O)NC2CCCC2)cc1OC,0,-4,i,5,0,-3,0,10,1,-2
O=C(NCc1ccccn1)c1cccc(NS(=O)(=O)c2ccccc2)c1,-4,-4,i,-1,-4,-1,.,.,.,-7
